TcdB inh: blocks C. difficile toxin B glycohydrolase activity. P18177. TcdB glycohydrolase enzymatic assay, plate reader. inhibition, % at 9.99 µM. 350,000 compounds, 0.24% hits. AID 652162; in the data active = inhibition above about 10%
Numbers without * were called inactive; & = joins results of further samples. These rows are one share of the data; the hit share may differ from the screen's.

SMILES	TcdB inh
C[C@@H]1CN([C@H](C)CO)S(=O)(=O)c2ccc(C#CCN(C)C)cc2O[C@H]1CN(C)S(C)(=O)=O	0.0
CC(C)CC#Cc1cnc2c(c1)C(=O)N([C@H](C)CO)C[C@@H](C)[C@H](CN(C)C(=O)c1ccc3c(c1)OCO3)O2	0.0
O=C(C1CCCCC1)N1C[C@H]2[C@@H](c3ccccc31)[C@@H](CO)N2C(=O)c1ccccc1	0.4
C[C@@H]1CN([C@@H](C)CO)C(=O)c2cccc(NS(=O)(=O)c3cccs3)c2O[C@H]1CN(C)Cc1ccc(Oc2ccccc2)cc1	-0.5
C[C@@H]1CCCCO[C@@H](CN(C)C(=O)Nc2ccc3c(c2)OCO3)[C@H](C)CN([C@@H](C)CO)C(=O)c2cc(NS(C)(=O)=O)ccc2O1	-1.6
COc1ccc(NC(=O)Nc2cccc3c2O[C@H](CN(C)Cc2ccncc2)[C@@H](C)CN([C@H](C)CO)C3=O)cc1	0.2
CO[C@H]1CN(C)C(=O)c2cc(NC(C)=O)ccc2OC[C@H](C)N(C(=O)c2ccncc2)C[C@H]1C	-2.3
COc1ccccc1S(=O)(=O)N(C)C[C@@H]1Oc2cc(C#CCC(C)C)ccc2S(=O)(=O)N([C@@H](C)CO)C[C@@H]1C	0.2
COc1ccc(CN(C)C[C@H]2OCCCC[C@@H](C)Oc3ccc(NC(=O)Nc4ccc(OC)cc4)cc3C(=O)N([C@H](C)CO)C[C@@H]2C)cc1	0.3
C[C@@H]1CN([C@@H](C)CO)C(=O)c2cc(NC(=O)c3ccccc3)ccc2O[C@@H](C)CCCCO[C@H]1CN(C)C(=O)C1CCCCC1	-0.1
O=S(=O)(c1ccc(F)cc1)N1[C@@H]2CNC[C@H]1C2c1ccc(-c2cccnc2)cc1 (stereo partly specified)	-1.3&-0.3
COC(=O)[C@H]1[C@H](CO)[C@H]2Cn3c(ccc(-c4ccccc4OC)c3=O)[C@H]2N1C(=O)c1cccnc1	0.8
C[C@@H]1CN([C@@H](C)CO)C(=O)c2cc(NC(=O)Nc3ccc(F)cc3)ccc2O[C@H]1CN(C)S(=O)(=O)c1cn(C)cn1	0.3
CCCN(C)C[C@@H]1OCCCC[C@@H](C)Oc2ccc(NS(=O)(=O)c3ccc(C)cc3)cc2C(=O)N([C@@H](C)CO)C[C@@H]1C	-0.3
C[C@@H]1CN([C@H](C)CO)S(=O)(=O)c2ccc(-c3cncnc3)cc2O[C@H]1CN(C)C	-0.5
COc1ccc(NC(=O)Nc2ccc3c(c2)C(=O)N([C@@H](C)CO)C[C@@H](C)[C@@H](CN(C)S(C)(=O)=O)O3)cc1	0.5
CN(C)CC(=O)Nc1ccc2c(c1)[C@@H]1C[C@H](CC(=O)N3CCN(C)CC3)O[C@@H](CO)[C@@H]1O2	0.5
COc1ccc(S(=O)(=O)Nc2cccc3c2O[C@H](CN(C)C)[C@H](C)CN([C@@H](C)CO)C3=O)cc1	0.1
C[C@@H]1CN([C@@H](C)CO)C(=O)Cc2cc(NC(=O)C3CC3)ccc2O[C@@H]1CN(C)Cc1ccc(Oc2ccccc2)cc1	-0.5
COCC#Cc1cnc2c(c1)C(=O)N([C@H](C)CO)C[C@@H](C)[C@@H](CN(C)Cc1ccccc1)O2	1.2
C[C@@H]1CN([C@@H](C)CO)C(=O)c2cc(NS(=O)(=O)c3cn(C)cn3)ccc2O[C@@H](C)CCCCO[C@@H]1CN(C)Cc1ccc(C(F)(F)F)cc1	-7.8
O=C(c1ccccc1)N1CC(=O)N2[C@H](CO)[C@@H](c3ccc(C4=CCCC4)cc3)[C@@H]2C1	-0.2
O=C(c1ccc(F)cc1)N1CC(=O)N2[C@H](CO)[C@H](c3ccc(-c4ccccc4)cc3)[C@H]2C1	0.1
CCOC(=O)[C@@H]1[C@@H]2C=C[C@]3(O2)[C@H](C(=O)NCc2ccccc2)N(CCCCCCO)C(=O)[C@@H]13	0.9
O=C(C[C@H]1C=C[C@@H](NC(=O)C2CCC2)[C@H](CO)O1)NCc1ccccc1Cl	-3.8
C[C@H]1CN([C@@H](C)CO)C(=O)Cc2cc(NC(=O)c3ccncc3)ccc2O[C@H]1CN(C)C(=O)Nc1ccc(F)cc1	0.7
C[C@@H]1CCCCO[C@@H](CN(C)Cc2ccc(Cl)c(Cl)c2)[C@@H](C)CN([C@H](C)CO)C(=O)c2cc(NC(=O)CCCCCC(=O)Nc3ccccc3N)ccc2O1	1.1
CO[C@H]1CN(C)C(=O)c2cc(NS(=O)(=O)c3ccc(F)cc3)ccc2OC[C@@H](C)NC[C@H]1C	-0.4
C[C@@H]1CCCCO[C@H](CN(C)S(=O)(=O)c2ccc(Cl)cc2)[C@@H](C)CN([C@@H](C)CO)C(=O)c2cc(NC(=O)c3ccncc3)ccc2O1	-0.4
C[C@H](CO)N1C[C@H](C)[C@H](CN(C)C(=O)Nc2cccc3ccccc23)Oc2ccc(NC(=O)Cc3ccccc3)cc2C1=O	0.2
CCCc1cn(CC[C@@H]2CC[C@@H](NS(=O)(=O)c3ccc(-c4ccccc4)cc3)[C@@H](CO)O2)nn1	0.7
COc1ccc(S(=O)(=O)Nc2cccc3c2O[C@H](CN(C)Cc2ccc(C(F)(F)F)cc2)[C@@H](C)CN([C@H](C)CO)C3=O)cc1	1.3
CCNC(=O)C[C@H]1CC[C@H]2[C@@H](COC[C@H](O)CN2C(=O)CC)O1	-0.1
COc1ccccc1-c1cnc2c(c1)C(=O)N([C@@H](C)CO)C[C@@H](C)[C@H](CN(C)C(=O)c1ccccc1)O2	0.5
Cc1ccccc1S(=O)(=O)NCC[C@H]1CC[C@H](NC(=O)C2CCOCC2)[C@@H](CO)O1	-1.8
CN(C)C(=O)c1ccc(-c2ccc(C3[C@@H]4CN(S(=O)(=O)c5ccc(F)cc5)C[C@H]3N4)cc2)cc1 (stereo partly specified)	0.2&-1.9
C[C@@H](NC(=O)[C@@H]1[C@@H](CO)[C@@H]2Cn3c(ccc(-c4ccccc4F)c3=O)[C@H]1N2C)c1ccccc1	0.4
Cc1ccc(S(=O)(=O)Nc2cccc3c2O[C@@H](CN(C)Cc2ccc4c(c2)OCO4)[C@H](C)CN([C@H](C)CO)C3=O)cc1	0.4
C[C@H](CO)N1C[C@H](C)[C@H](CN(C)Cc2ccc(Cl)c(Cl)c2)Oc2c(NC(=O)C3CCCCC3)cccc2C1=O	1.1
CO[C@H]1CN(C)C(=O)c2ccc(NC(=O)NC(C)C)cc2OC[C@@H](C)N(C)C[C@@H]1C	-0.3

Structures from the list above with fluorine:
SMILES	TcdB inh
O=S(=O)(c1ccc(F)cc1)N1[C@@H]2CNC[C@H]1C2c1ccc(-c2cccnc2)cc1 (stereo partly specified)	-1.3&-0.3
C[C@@H]1CN([C@@H](C)CO)C(=O)c2cc(NC(=O)Nc3ccc(F)cc3)ccc2O[C@H]1CN(C)S(=O)(=O)c1cn(C)cn1	0.3
C[C@@H]1CN([C@@H](C)CO)C(=O)c2cc(NS(=O)(=O)c3cn(C)cn3)ccc2O[C@@H](C)CCCCO[C@@H]1CN(C)Cc1ccc(C(F)(F)F)cc1	-7.8
O=C(c1ccc(F)cc1)N1CC(=O)N2[C@H](CO)[C@H](c3ccc(-c4ccccc4)cc3)[C@H]2C1	0.1
C[C@H]1CN([C@@H](C)CO)C(=O)Cc2cc(NC(=O)c3ccncc3)ccc2O[C@H]1CN(C)C(=O)Nc1ccc(F)cc1	0.7
CO[C@H]1CN(C)C(=O)c2cc(NS(=O)(=O)c3ccc(F)cc3)ccc2OC[C@@H](C)NC[C@H]1C	-0.4
COc1ccc(S(=O)(=O)Nc2cccc3c2O[C@H](CN(C)Cc2ccc(C(F)(F)F)cc2)[C@@H](C)CN([C@H](C)CO)C3=O)cc1	1.3
CN(C)C(=O)c1ccc(-c2ccc(C3[C@@H]4CN(S(=O)(=O)c5ccc(F)cc5)C[C@H]3N4)cc2)cc1 (stereo partly specified)	0.2&-1.9
C[C@@H](NC(=O)[C@@H]1[C@@H](CO)[C@@H]2Cn3c(ccc(-c4ccccc4F)c3=O)[C@H]1N2C)c1ccccc1	0.4

Next entries follow:
SMILES	TcdB inh
CCC(=O)N1[C@H](CO)[C@H](c2ccccc2)[C@@H]1CN(CC)C(=O)c1ccc(F)cc1	0.7
C[C@H]1CN([C@@H](C)CO)C(=O)Cc2cc(NC(=O)Nc3ccc(C(F)(F)F)cc3)ccc2O[C@H]1CN(C)C(=O)Nc1ccc2c(c1)OCO2	0.3
O=C(C[C@H]1C=C[C@H](NS(=O)(=O)c2ccccc2)[C@@H](CO)O1)NCc1ccc(Cl)c(Cl)c1	1.3
O=C(Nc1ccc2c(c1)[C@H]1C[C@@H](CC(=O)N3CCc4ccccc4C3)O[C@@H](CO)[C@H]1O2)C1CCOCC1	0.0
C[C@H](CO)N1C[C@H](C)[C@@H](CN(C)S(=O)(=O)c2cn(C)cn2)Oc2c(NS(C)(=O)=O)cccc2C1=O	-1.3
C/C=C/c1ccc2c(c1)O[C@H](CN(C)C(=O)Cc1ccncc1)[C@H](C)CN([C@H](C)CO)S2(=O)=O	-0.3
COc1cccc(NC(=O)N(C)C[C@@H]2Oc3cc(-c4ccccc4F)ccc3S(=O)(=O)N([C@@H](C)CO)C[C@H]2C)c1	-1.8
C[C@@H]1CN([C@@H](C)CO)S(=O)(=O)c2ccc(-c3ccc(F)cc3)cc2O[C@@H]1CN(C)C(=O)Nc1ccccc1F	0.8
CCC(=O)N(C)C[C@@H]1Oc2cc(-c3ccncc3)ccc2S(=O)(=O)N([C@H](C)CO)C[C@@H]1C	-0.5
COc1ccc(NC(=O)Nc2ccc3c(c2)C(=O)N([C@@H](C)CO)C[C@@H](C)[C@@H](CN(C)C(=O)Nc2ccc4c(c2)OCO4)OCCCC[C@@H](C)O3)cc1	-0.2
C[C@@H]1CN([C@H](C)CO)C(=O)c2cc(NC(=O)CCC(F)(F)F)ccc2O[C@@H](C)CCCCO[C@@H]1CN(C)Cc1ccc(Cl)c(Cl)c1	-0.2
CC(C)CC#Cc1cnc2c(c1)C(=O)N([C@@H](C)CO)C[C@H](C)[C@H](CN(C)C(=O)Cc1cccnc1)O2	-0.8
Cc1noc(C)c1NC(=O)Nc1ccc2c(c1)C(=O)N([C@@H](C)CO)C[C@H](C)[C@@H](CN(C)C(=O)Nc1c(C)noc1C)O2	1.4
C[C@@H]1CN([C@H](C)CO)C(=O)c2cccc(NC(=O)C3CC3)c2O[C@H]1CN(C)C(=O)Nc1cccc2ccccc12	0.3
C[C@@H]1CN([C@H](C)CO)S(=O)(=O)c2ccc(C#CC3(O)CCCC3)cc2O[C@@H]1CN(C)C(=O)Cc1cccnc1	1.7
CC(C)CC#Cc1ccc([C@@H]2[C@H](CO)N3C(=O)CN(C(=O)CN4CCOCC4)C[C@@H]23)cc1	0.1
C[C@H](CO)N1C[C@H](C)[C@@H](CN(C)Cc2ccncc2)Oc2c(NC(=O)Nc3ccc(C(F)(F)F)cc3)cccc2C1=O	-0.4
COC(=O)C[C@H]1C[C@H]2c3cc(N(C)C)ccc3O[C@H]2[C@@H](CO)O1	-45.0
C[C@@H]1CN([C@H](C)CO)C(=O)Cc2cc(N(C)C)ccc2O[C@H]1CN(C)Cc1ccc(Oc2ccccc2)cc1	-1.8
C[C@H]1CN([C@@H](C)CO)C(=O)Cc2cc(NS(=O)(=O)c3ccc(Cl)cc3)ccc2O[C@@H]1CN(C)S(=O)(=O)c1cn(C)cn1	0.2
N#C[C@H]1[C@H](c2ccc(C#CCC3CCCC3)cc2)[C@H](CO)N1C(=O)c1ccccn1	-0.1
CCC(=O)N1[C@@H]2c3cccc(=O)n3C[C@H]1[C@H](CO)[C@H]2C(=O)NC1CCC1	0.6
C[C@@H]1CCCCO[C@@H](CN(C)S(=O)(=O)c2ccc(Cl)cc2)[C@@H](C)CN([C@@H](C)CO)C(=O)c2cc(NC(=O)c3ccncc3)ccc2O1	0.4
CCCC(=O)Nc1ccc2c(c1)OC[C@H](C)N(Cc1ccccc1F)C[C@H](C)[C@H](OC)CN(C)C2=O	-0.3
O=C(C[C@H]1C[C@@H]2c3cc(NC(=O)NC4CCCC4)ccc3O[C@@H]2[C@@H](CO)O1)NCc1ccc(Cl)cc1	-2.4
C[C@@H]1CN([C@H](C)CO)C(=O)c2cccc(NC(=O)Nc3ccccc3)c2O[C@H]1CN(C)CC1CC1	0.1
C[C@@H]1CN([C@@H](C)CO)C(=O)c2cc(NS(=O)(=O)c3cccs3)ccc2O[C@@H](C)CCCCO[C@@H]1CN(C)C(=O)c1ccccc1	0.1
Cc1noc(C)c1S(=O)(=O)N(C)C[C@@H]1Oc2c(NS(=O)(=O)c3cccs3)cccc2C(=O)N([C@H](C)CO)C[C@@H]1C	-1.2
C[C@H](CO)N1C[C@H](C)[C@H](CN(C)CC2CC2)OCCCC[C@H](C)Oc2ccc(NC(=O)Nc3ccc4c(c3)OCO4)cc2C1=O	-1.4
Cc1ccc(-c2ccc([C@H]3[C@H]4CN(C(=O)NC(C)C)CC(=O)N4[C@H]3CO)cc2)cc1	0.0
CC(C)NC(=O)N(C)C[C@H]1OCc2ccccc2-c2ccccc2C(=O)N([C@H](C)CO)C[C@H]1C	-0.9
COc1ccc2c3c(n(C)c2c1)[C@H](CO)N(C(=O)c1ccc(F)cc1)CC31CCN(CC2CCOCC2)CC1	-0.3
C[C@H]1CN([C@@H](C)CO)C(=O)c2cc(C3=CCCC3)cnc2O[C@@H]1CN(C)Cc1ccccn1	-0.4
C[C@H]1CN([C@@H](C)CO)S(=O)(=O)c2ccc(-c3ccc(C(=O)N(C)C)cc3)cc2O[C@@H]1CN(C)C(=O)C1CCC1	-1.4
COc1ccc2c3c([nH]c2c1)[C@@H](CO)N(C(=O)CC1CC1)CC31CCN(Cc2cccnc2)CC1	0.5
CO[C@H]1CN(C)C(=O)c2ccc(NC(=O)C3CCC3)cc2OC[C@@H](C)N(Cc2ccccn2)C[C@H]1C	0.7
C[C@@H]1CN([C@@H](C)CO)C(=O)c2cc(C3=CCCCC3)cnc2O[C@H]1CN(C)C(=O)c1ccncc1	0.7
C[C@H](CO)N1C[C@H](C)[C@H](CN(C)Cc2ccc(C(F)(F)F)cc2)Oc2ccc(NC(=O)Cc3cn(C)c4ccccc34)cc2C1=O	0.0
C[C@@H]1CN([C@@H](C)CO)C(=O)Cc2cc(NC(=O)CCCN(C)C)ccc2O[C@H]1CN(C)C	0.7
